Screens (PubChem)
TRPC6 inhibitor – blocks the mouse TRPC6 cation channel | Q61143 | B-score at 10 µM | 1.1% of 310,000 active | HEK293-TRPC6, membrane potential dye, ACh-evoked depolarization; stronger effect = lower value;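 active = B-score under library mean minus 3 SD, initial fluorescence not abnormally high, positive integrated signal ratio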;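 note: B-score derived from integrated fluorescence ratio over the kinetic read; more negative B-score means stronger inhibition of depolarization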
ANO1 activ – mouse TMEM16A channel activation, primary screen; B-score at 10 µM; HEK293 TMEM16A/YFP-H148Q/I152L, iodide quench fluorescence; stronger effect = lower value; 0.3% of 340,000 active; Q8BHY3; AID 623877;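 active = fluorescence-ratio B-score plate-corrected deviation score at least 3 library SD below zero, with starting fluorescence score within 5 deviations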;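 note: channel opened by trigger with iodide after compound preincubation; score built on the fluorescence ratio of max minus min over baseline; more negative score means more quench and so TMEM16A activation or potentiation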
MrgX1 allo act – allosterically activates human MrgX1 receptor signaling | AID 588675 | 0.63% of 310,000 active | MrgX1-HEK293, Fluo-4 calcium flux, FDSS; stronger effect = higher value | B-score at 10 µM | Q96LB2;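 active = plate-corrected calcium response at least 3 library SD above typical, normal starting fluorescence, not activating the receptor alone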;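 note: compound read alongside a low EC10 to EC30 dose of BAM8-22 agonist; peak minus trough fluorescence over baseline measured at the second addition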
Target sequence (Q96LB2 whole entry, looked up): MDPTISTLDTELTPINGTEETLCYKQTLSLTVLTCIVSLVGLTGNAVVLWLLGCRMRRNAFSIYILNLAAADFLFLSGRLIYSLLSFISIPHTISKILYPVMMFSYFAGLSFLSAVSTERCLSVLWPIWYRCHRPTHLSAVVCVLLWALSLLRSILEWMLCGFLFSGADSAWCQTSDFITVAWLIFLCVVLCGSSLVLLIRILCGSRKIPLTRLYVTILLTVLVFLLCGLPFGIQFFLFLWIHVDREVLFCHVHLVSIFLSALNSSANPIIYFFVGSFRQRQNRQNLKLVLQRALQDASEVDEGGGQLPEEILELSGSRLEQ
TRPC6 act – activators of mouse TRPC6 channel; 0.13% of 310,000 active; B-score at 10 µM; Q61143; HEK293-TRPC6 membrane potential dye fluorescence; stronger effect = higher value;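 active = B-score of the integrated fluorescence ratio above library mean plus 3 SD, and starting fluorescence ratio within library mean plus 5 SD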;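 note: higher score means more depolarization so channel activation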
HDAC3 inhib – inhibitors of human histone deacetylase 3; 0.15% of 320,000 active; recombinant HDAC3, fluorogenic peptide/trypsin coupled, fluorescence; inhibition, % at 8.3 µM; in the data active = inhibition above about 26%, passing the limit was not always enough
Target sequence (O15379 whole entry, looked up): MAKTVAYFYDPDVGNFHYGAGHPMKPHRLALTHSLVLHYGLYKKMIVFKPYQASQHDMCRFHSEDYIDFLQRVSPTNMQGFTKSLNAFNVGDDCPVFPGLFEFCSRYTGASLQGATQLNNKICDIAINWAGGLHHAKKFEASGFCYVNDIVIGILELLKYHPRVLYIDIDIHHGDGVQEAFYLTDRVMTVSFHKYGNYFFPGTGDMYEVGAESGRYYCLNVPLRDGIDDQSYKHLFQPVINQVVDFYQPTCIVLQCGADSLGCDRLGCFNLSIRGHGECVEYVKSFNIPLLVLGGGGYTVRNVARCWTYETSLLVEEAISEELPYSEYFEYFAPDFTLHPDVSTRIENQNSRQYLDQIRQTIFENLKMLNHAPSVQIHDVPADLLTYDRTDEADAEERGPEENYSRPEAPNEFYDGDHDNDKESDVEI
RGS4 block – inhibitors of human RGS4; P49798; B-score at 10 µM; 0.45% of 310,000 active; AID 463165; HEK293 M3R/RGS4 inducible, Fluo-4 calcium flux; stronger effect = higher value; triggered by carbachol at its EC20;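 active = B-score, a plate-corrected calcium signal, over three deviations above library mean, with baseline fluorescence within five deviations of library mean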;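 note: RGS4 expression induced by doxycycline in cells with stable M3 receptor; B-score is computed from the integrated fluorescence ratio over baseline after carbachol; higher B-score means a larger calcium signal and so more RGS4 inhibition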
Target sequence (P49798 whole entry, looked up): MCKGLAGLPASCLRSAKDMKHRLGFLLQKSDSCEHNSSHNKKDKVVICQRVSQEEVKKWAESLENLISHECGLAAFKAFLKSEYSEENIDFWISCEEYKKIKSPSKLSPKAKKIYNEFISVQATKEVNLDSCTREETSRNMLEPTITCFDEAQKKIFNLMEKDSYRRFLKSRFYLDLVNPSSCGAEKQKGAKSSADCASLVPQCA
RGS4 act – potentiators or activators of RGS4 | AID 463111 | HEK293 M3R/inducible RGS4, carbachol calcium flux Fluo4; stronger effect = lower value | 0.92% of 310,000 active | B-score at 10 µM;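 active = B-score of the integrated calcium signal more than 4 SD below the library mean, with starting fluorescence not abnormally high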;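 note: negative B-score means reduced calcium response which marks RGS4 activation or potentiation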
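Material: M3R-expressing HEK293 line, RGS4 induced by doxycycline | Schedule: Overnight RGS4 induction, 30 min dye load 37 °C, 20 min compound RT | Measured by: Fluo4 fluorescence kinetic imaging of calcium | Read-out: Integrated calcium ratio converted to B score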
MrgX1 agonist – activates human MrgX1 receptor signaling | AID 588627 | MrgX1-HEK293 cells, Fluo-4 calcium fluorescence, agonist mode; stronger effect = higher value | B-score at 10 µM | 0.44% of 310,000 active;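 active = calcium response B-score plate-corrected fluorescence ratio at least 3 library SD, with starting fluorescence B-score inside 5 SD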
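System: HEK293 cells stably expressing human MrgX1 receptor; Dosing: test compound in the initial addition of three; Schedule: overnight plating, then 30 min 37 °C plus 30 min room-temperature dye loading; Detection: kinetic calcium dye fluorescence, Fluo-4 NW; Controls: per-plate positive and negative controls for Z′ factor.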
ANO1 block – mouse TMEM16A channel inhibition, primary screen; Q8BHY3; HEK293 TMEM16A/YFP iodide influx fluorescence, ionomycin; normalized B-score (activity score, 25-100; higher = stronger inhibition) at 10 µM; 1.2% of 310,000 active;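 active = ratio plate-corrected score three or more library SD toward inhibition, starting fluorescence score within five deviations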;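 note: score derived from kinetic fluorescence span divided by baseline fluorescence per well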
MrgX1 antag – human MrgX1 receptor antagonism, primary screen; B-score at 10 µM; Q96LB2; 1.3% of 310,000 active; MRGX1-HEK293 calcium flux, Fluo-4, BAM8-22 antagonism; stronger effect = lower value;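 active = calcium-response B-score plate-corrected more than 3 library SD below zero, starting fluorescence within 5 deviations, no agonist response on first addition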;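 note: peak minus trough fluorescence over baseline after final BAM8-22 challenge near maximal dose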
SKKanGAS inh – blocks kanamycin growth of S. pyogenes SKKanGAS strain. BacTiter-Glo, 6 h. inhibition, % at 7.5 µM. 1.3% of 300,000 active. AID 1662;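 active = mean replicate score, as percent of positive control median, at least 50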;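 note: strain carries kanamycin resistance gene driven by streptokinase promoter and grows in 40 µg/ml kanamycin; loss of luminescence reflects streptokinase promoter inhibition or plain growth inhibition; 0% = median of DMSO wells and 100% = positive control at its reference dose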
The depositor's hits bear a star; i = inactive; . = no result given.

No.	compound	TRPC6 inhibitor	ANO1 activ	MrgX1 allo act	TRPC6 act	HDAC3 inhib	RGS4 block	RGS4 act	MrgX1 agonist	ANO1 block	MrgX1 antag	SKKanGAS inh
1	COc1cc(C(=O)NCc2cn3ccsc3n2)cc(OC)c1OC	i	i	i	i	11	i	i	i	i	i	0
2	CCc1cc(=O)oc2cc(C)cc(OCC(=O)NCCCN3CCOCC3)c12	i	i	i	i	-53	i	i	i	i	i	-2
3	CSc1nsc2nc(=O)c(/C=C3\C(C)=Nc4ccccc43)c(N)n12	i	i	.	i	.	i	i	.	.	.	26
4	C/C(=N\Nc1cc(C(F)(F)F)ccc1Cl)c1ccccc1O	i	i	i	i	5	i	i	i	i	i	15
5	CN(CCO)c1cc(Sc2nc3ccccc3s2)c2nonc2c1[N+](=O)[O-]	i	i	i	i	0	i	i	i	i	i	67*
6	CCC(=O)Nc1nnc(CSCc2ccc(F)cc2)s1	i	i	i	i	-2	i	i	i	i	i	1
7	O=C(NCC(=O)N(Cc1cccs1)C(C(=O)NC1CCCC1)c1cccnc1)c1ccco1 (stereo not drawn)	i	i	i	i	2	i	i	i	i	i	1
8	O=C(O)c1ccc(N2Cc3ccccc3C2)cc1O	i	i	i	i	4	i	i	i	i	i	7
9	O=C(O)c1ccc2nc(-c3ccco3)c(-c3ccco3)nc2c1	i	i	.	i	.	i	i	.	.	.	.
10	S=C(NCCc1ccccc1)N1CCN(Cc2ccccc2)CC1	i	i	i	i	-6	i	i	i	i	i	1
11	Cc1ccccc1NC(=S)N(Cc1cccs1)C1CCCC1	i	i	i	i	1	i	i	i	i	i	4
12	Cc1ccc(NC(=O)c2cc(-c3cccs3)on2)cc1C	i	i	i	i	3	i	i	i	i	i	-8
13	O=c1[nH]nc(SCc2ccccc2Cl)n1-c1ccc2c(c1)OCCO2	i	i	i	i	-4	i	i	i	i	i	0
14	O=C(NCc1ccc2c(c1)OCO2)c1cccnc1Cl	i	i	i	i	-1	i	i	i	i	i	10
15	COc1ccc(NC(=O)CN(C)C(=O)c2ccc(NS(=O)(=O)c3ccc4[nH]c(=O)[nH]c4c3)cc2)cc1	i	i	i	i	4	i	i	i	i	i	2
16	O=C(Nc1ccccc1)c1n[nH]c(Cn2cncn2)n1	i	i	i	i	1	i	i	i	i	i	-2
17	O=C(COc1ccc(Br)cc1)Nc1ccc(C(=O)Nc2ccccc2C(=O)O)cc1	i	i	i	i	-4	i	i	i	i	-7.1*	21
18	c1ccc(Cn2nnnc2CN2CCN(c3ncccn3)CC2)cc1	i	i	i	i	5	i	i	i	i	i	0
19	COc1ccc(CNC(=O)CCc2nnc3ccc(N4CCC5(CC4)OCCO5)nn23)cc1	i	i	i	i	-3	i	i	i	i	i	-3
20	COc1ccc(C(=O)Nc2ccccc2C(N)=O)cc1	i	i	i	i	0	i	i	i	i	i	.
21	Cc1cc(C(=O)COC(=O)c2ccc3c(c2)OCO3)c(C)n1CC1CCCO1 (stereo not drawn)	i	i	i	i	1	i	i	i	i	i	5
22	N#C[C@H]1C2OC2c2ccccc2N1C(=O)c1ccccc1 (stereo partly drawn)	i	i	i	i	-3	i	i	i	i	-7.9*	1
23	CC(=O)c1c(C)[nH]c(C(=O)N2c3ccccc3CC2C)c1C (stereo not drawn)	i	i	i	i	14	i	i	i	i	i	-5
24	CCc1ccc(C(=O)CSc2ncn[nH]2)cc1	i	i	i	i	13	i	i	i	i	i	3
25	COc1ccc(NC(=O)CCS(=O)(=O)c2ccc3c(c2)NC(=O)C(C)S3)cc1OC (stereo not drawn)	i	i	i	i	11	i	i	i	i	i	-1
26	Cc1cccc(Oc2ncnc(N)c2[N+](=O)[O-])c1C	i	i	i	i	-1	i	i	i	i	i	-2
27	CCOC(=O)C1CCCN(C(=O)c2cc(-c3ccc(F)cc3)nc3ccccc23)C1 (stereo not drawn)	i	i	i	i	5	i	i	i	i	i	-4
28	CC(=O)c1cccc(OCC(O)CNCCOc2ccc(C)cc2)c1 (stereo not drawn)	i	i	i	i	-2	i	i	i	i	i	-4
29	COc1ccccc1N1CCN(C(=S)Nc2ccccc2)CC1	i	i	i	i	0	i	i	i	i	i	0
30	Cc1cccc(NC(=O)c2cc3ccccc3oc2=O)c1	i	i	i	i	-1	i	i	i	i	i	-1

(further entries)
No.	compound	TRPC6 inhibitor	ANO1 activ	MrgX1 allo act	TRPC6 act	HDAC3 inhib	RGS4 block	RGS4 act	MrgX1 agonist	ANO1 block	MrgX1 antag	SKKanGAS inh
31	Cc1ccc(CN(CC(O)COc2cccc3[nH]cc(C)c23)C(C)(C)C)cc1 (stereo not drawn)	i	i	i	i	-6	i	i	i	i	i	-2
32	O=C(CSc1cccc[n+]1[O-])Nc1ccc2c(c1)OCCO2	i	i	i	i	-3	i	i	i	i	i	-8
33	NCCCC[C@H]1CNC(=O)C(=O)N1CCc1cc(C(F)(F)F)cc(C(F)(F)F)c1	i	i	i	i	-8	i	i	i	i	i	-2
34	CCOC(=O)C1CCCN(Cc2nc(C3CC3)no2)C1 (stereo not drawn)	i	i	i	i	0	i	i	i	i	i	4
35	COc1ccc(CS(=O)(=O)c2ncn[nH]2)cc1	i	i	i	i	-2	i	i	i	i	i	3
36	Cc1ccccc1-n1ncc2c1CC(C)(C)CC2NC(=O)C1=CC(=O)CC(C)(C)O1 (stereo not drawn)	i	i	i	i	4	i	i	i	i	i	6
37	Cn1c(CN2CCCC2)nc2cc(NC(=O)C3CCCCC3)ccc21	i	i	i	i	-4	i	i	i	i	i	4
38	Cc1cccc(/C=N/n2c(C)nnc2C)c1	i	i	i	i	0	i	i	i	i	i	-2
39	CCCCN1CC(O)=C(c2nc(-c3ccc(Cl)cc3)cs2)C1=N	i	i	i	i	3	i	i	i	i	i	-7
40	Cc1ccc2c(c1)C=CC(C)(C)S2=O (stereo not drawn)	i	i	i	i	0	i	i	i	i	i	19
41	CCC(Sc1nc(C)cc(=O)[nH]1)C(=O)Nc1nc2c(s1)CCCC2 (stereo not drawn)	i	i	i	i	-2	i	i	i	i	i	-3
42	CC/S(C)=N/S(=O)(=O)c1ccc(C)cc1 (stereo not drawn)	i	i	i	i	-7	i	i	i	i	i	0
43	CCOC(=O)NC(NCc1ccccc1Cl)(C(F)(F)F)C(F)(F)F	i	i	i	i	-11	i	i	i	i	i	-1
44	NCCCNC(=O)c1ccc(/C=N/O)nc1	i	i	i	i	0	i	i	i	i	i	0
45	COc1cc(/C=N/OCC(=O)Nc2cc(C)on2)ccc1OCc1ccccc1	i	i	i	i	5	i	i	i	i	i	2
46	CC(C)CN1CCC(=O)N([C@H](COc2ccccc2)Cc2ccccc2)CC1	i	i	i	i	5	i	i	i	i	i	11
47	COc1ccccc1NC(=O)CSc1nnc(COc2ccccc2OC)n1C	i	i	i	i	4	i	i	i	i	i	-4
48	CC1CCCCN1S(=O)(=O)c1ccc(S(=O)(=O)N2CCN(C)CC2)cc1 (stereo not drawn)	i	i	i	i	-7	i	i	i	i	i	-2
49	CC1(C)Nc2ccccc2C(=O)N1c1ccccc1	i	i	i	i	-36	i	i	i	i	i	-1
50	COC(=O)c1cc(OC)c(OC)cc1NC(=S)N1CCCC1	i	i	i	i	-1	i	i	i	i	i	7
51	CN(CCO)CCC(=O)NC1(C)CS(=O)(=O)CC1S(=O)(=O)O (stereo not drawn)	i	i	i	i	.	i	i	i	i	i	-7
52	O=C(Nc1c2c(nc3ccccc13)CCCC2)c1ccccc1Cl	i	i	i	i	0	i	i	i	i	i	9
53	O=C(O)C1C2CCC(C2)C1C(=O)NCc1ccccn1 (stereo not drawn)	i	i	i	i	-7	i	i	i	i	i	-2
54	O=C(NCc1ccc2c(c1)OCO2)C1CCC(=O)N1C1CCCC1 (stereo not drawn)	i	i	i	i	-1	i	i	i	i	i	1
55	C=CCNC(=O)c1ccc(-c2nc(-c3ccccc3)cs2)cc1	i	i	i	i	-10	i	i	i	i	i	-16
56	CCC(C)N(CC(=O)Nc1cccc(C)c1C)C(=O)CCl (stereo not drawn)	i	i	i	i	-6	i	i	i	i	i	-2
57	COC(=O)c1c(C(=O)OC)c(-c2ccc(C)cc2)n2c1CS(=O)C2 (stereo not drawn)	i	i	i	i	-1	i	i	i	i	i	-3
58	C=C(C)CN1CCN(c2ccc(N3C(=O)CCCC3=O)cc2[N+](=O)[O-])CC1	i	i	i	i	8	i	i	i	i	i	-5
59	O=C(CCN1CCOCC1)NNC(=O)Nc1cccc(C(F)(F)F)c1	i	i	i	i	-4	i	i	i	i	i	3
60	CCOCCOc1nc2c(c(=O)n(C)c(=O)n2C)n1CCc1ccccc1	i	i	i	i	-3	i	i	i	i	i	-1

Next part:
No.	compound	TRPC6 inhibitor	ANO1 activ	MrgX1 allo act	TRPC6 act	HDAC3 inhib	RGS4 block	RGS4 act	MrgX1 agonist	ANO1 block	MrgX1 antag	SKKanGAS inh
61	O=C(Nc1ccc(N2CCOCC2)cc1)C1CC(=O)N(c2ccc(Cl)cc2)C1 (stereo not drawn)	i	i	i	i	-12	i	i	i	i	i	-1
62	COCCn1c(SCc2cc(C(C)=O)ccc2OC)nc2cc(Cl)ccc2c1=O	i	i	i	i	-3	i	i	i	i	i	32
63	COc1ccc(Cl)cc1NS(=O)(=O)c1ccc2c(c1)NC(=O)CCS2	i	i	i	i	-3	i	i	i	i	i	-11
64	CCOc1ccc(NC(=O)c2ccccc2NC(=O)c2cccnc2)cc1	i	i	i	i	5	i	i	i	i	i	0
65	NC1=NC(=O)C2(COC(c3cccc([N+](=O)[O-])c3)OC2)S1 (stereo not drawn)	i	i	i	i	1	i	i	i	i	i	-20
66	NS(=O)(=O)c1ccc(CCNCc2cc(Cl)ccc2OCc2ccccc2)cc1	i	i	i	i	2	i	i	i	i	-7.2*	2
67	Cc1ccc(OCC(=O)NCCN2CCCC2)cc1	i	i	i	i	-5	i	i	i	i	i	0
68	CSc1ccc(S(=O)(=O)NCC(=O)OCC(=O)N2CCCC2=O)cc1[N+](=O)[O-]	i	i	i	i	.	i	i	i	i	i	68*
69	Cc1[nH]c2ccccc2c1/C=N/NC(=O)CNC(=O)c1ccccc1	i	i	i	i	8	i	i	i	i	i	1
70	Cc1c(O)ccoc1=O	i	i	i	i	3	i	i	i	i	i	-3
